Source: PubChem BioAssay
PAX8 reporter: PAX8 transcriptional activity inhibition; RMG-I TPO-luciferase reporter, SteadyGlo, 24 h; AID 652154; 360,000 tested, 1.2% active; inhibition, % at 12.6 µM;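 active = mean replicate inhibition at least 60% with every replicate also reaching 60%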;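 also: luciferase light reporting Pax8 driven TPO promoter activity; plate controls were median of neutral control wells for no effect and mitoxantrone controls for full effect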
LGR2 antag: Drosophila LGR2 receptor signaling inhibition | 380,000 tested, 0.35% active | inhibition, % at 9.99 µM | AID 720647 | HEK293 LGR2, CRE-luciferase, bursicon-stimulated, 4 h;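 active = drop in luminescence signal, shown as inhibition above about 50% in the replicate tests, limit read from the data, passing the limit was not always enough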;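 also: agonist challenge used bursicon conditioned medium at about half maximal strength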
FN deposition inh: fibronectin deposition inhibition; AID 743247; AH1F fibroblasts, Alexa488-fibronectin deposition fluorescence, overnight; 350,000 tested, 0.086% active; inhibition, % at 12.6 µM;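 active = mean inhibition across replicates of 30% or more, regardless of how many single replicates reach that level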;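 also: positive control wells lacked labelled fibronectin entirely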
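test system = AH1F fibroblasts assembling fluorescent fibronectin matrix | quantity = 10000 AH1F cells per well | buffer or medium = DMEM plus 2% serum, read in PBS | doses = single dose, pinned | incubation = 1 h cell attachment, overnight exposure to compound and label | detection = fluorescence at 485 nm excitation, 525 nm emission | read-out basis = inhibition from reduced deposited-fibronectin fluorescence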
S100A4 inh HTS: S100A4-myosin IIA interaction inhibition; 360,000 tested, 0.14% active; S100A4/TAMRA-MyoIIA peptide fluorescence polarization; inhibition, % at 10.7 µM;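 active = mean inhibition of at least 70% across replicates, with every replicate also reaching that level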
Target sequence (P26447 whole entry, looked up): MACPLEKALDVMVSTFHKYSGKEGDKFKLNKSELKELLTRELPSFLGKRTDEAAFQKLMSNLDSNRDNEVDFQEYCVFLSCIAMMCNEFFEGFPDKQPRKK
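Material: human S100A4 monomer with TAMRA-labelled myosin IIA peptide; buffer or medium: HEPES pH 7.2 with CaCl2, KCl, NaCl, DTT, Triton; compound dosing: one concentration per compound; schedule: 5 min incubation before reading; benchmarks: neutral control DMSO, positive control TFP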
PglD inh: blocks C. jejuni PglD acetyltransferase activity; inhibition, % at 12.5 µM; AID 602405; 360,000 tested, 0.098% active; purified PglD enzyme, DTNB colorimetric CoA detection; in the data active = inhibition above about 16%, passing the limit was not always enough; also: strong numbers were not always called active
ERAP1 inh: ERAP1 (human) enzyme inhibition | Q9NZ08 | recombinant ERAP1, Leu-AMC fluorescence, 60 min | inhibition, % at 10.7 µM | 340,000 tested, 0.15% active;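 active = mean replicate inhibition of at least 30%, or all replicates individually reaching that 30% level; inactive = mean below 30% and not every replicate reaching it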;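 also: 0% = neutral control wells and 100% = L-leucinethiol positive control wells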
Target sequence (Q9NZ08 whole entry, looked up): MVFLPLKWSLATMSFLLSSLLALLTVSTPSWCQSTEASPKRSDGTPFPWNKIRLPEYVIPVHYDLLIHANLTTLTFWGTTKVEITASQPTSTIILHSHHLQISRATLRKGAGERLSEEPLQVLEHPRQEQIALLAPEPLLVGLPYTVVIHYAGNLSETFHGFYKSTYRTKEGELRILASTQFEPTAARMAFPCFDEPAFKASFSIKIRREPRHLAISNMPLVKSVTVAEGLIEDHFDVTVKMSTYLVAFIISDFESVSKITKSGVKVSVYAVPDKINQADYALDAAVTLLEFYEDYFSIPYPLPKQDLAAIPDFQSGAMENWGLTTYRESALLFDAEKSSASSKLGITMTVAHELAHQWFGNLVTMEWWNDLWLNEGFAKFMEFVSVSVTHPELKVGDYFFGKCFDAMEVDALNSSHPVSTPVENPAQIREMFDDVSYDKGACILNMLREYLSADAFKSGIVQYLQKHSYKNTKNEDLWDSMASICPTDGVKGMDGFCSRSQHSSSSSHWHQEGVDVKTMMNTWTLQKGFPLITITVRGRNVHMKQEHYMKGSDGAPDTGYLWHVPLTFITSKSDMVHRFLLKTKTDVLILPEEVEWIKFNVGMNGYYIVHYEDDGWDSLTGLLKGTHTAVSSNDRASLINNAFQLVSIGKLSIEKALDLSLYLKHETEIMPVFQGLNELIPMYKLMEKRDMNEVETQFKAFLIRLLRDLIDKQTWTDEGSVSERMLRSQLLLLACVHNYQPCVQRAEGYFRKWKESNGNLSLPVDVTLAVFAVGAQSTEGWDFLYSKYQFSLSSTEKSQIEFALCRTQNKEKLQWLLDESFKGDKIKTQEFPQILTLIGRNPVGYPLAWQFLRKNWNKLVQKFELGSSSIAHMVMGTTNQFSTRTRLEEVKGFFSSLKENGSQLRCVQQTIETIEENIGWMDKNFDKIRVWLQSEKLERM
EWS-Fli inh: EWS/Fli transcriptional activity inhibition | 350,000 tested, 0.67% active | AID 651661 | inhibition, % at 12.6 µM | A673 NR0B1-luciferase reporter, viability-normalised;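 active = mean inhibition of at least 50% after viability correction, with every replicate also passing that limit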;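 also: firefly luciferase signal divided by Alamar Blue viability fluorescence both relative to DMSO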
PGC1a acetyl inh: modulators of PGC1a acetylation | inhibition, % at 15.6 µM | U2OS PGC1a acetylation, AlphaScreen anti-acetyl-lysine; with virally co-expressed GCN5 acetyltransferase | AID 651687 | 350,000 tested, 0.17% active;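 active = every replicate shows inhibition of at least 40%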;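 also: 0% = neutral control wells and 100% = positive control wells; some results beyond the cut were filed as inactive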
Numbers without * were called inactive; . = not tested or not shown; & = joins results of further samples.

SMILES	PAX8 reporter	LGR2 antag	FN deposition inh	S100A4 inh HTS	PglD inh	ERAP1 inh	EWS-Fli inh	PGC1a acetyl inh
COCC#Cc1ccc2c(c1)O[C@@H](CN(C)S(=O)(=O)c1cccc(F)c1)[C@H](C)CN([C@H](C)CO)S2(=O)=O	.	-8	-2	5	8	-3	-5	-9
Cc1ccnc(NC(=O)CSc2ccc3c(c2)OCCO3)c1	-58	-62	2	-3	-3	-3	-57	-18
Cc1ccccc1C(=O)Oc1ccc(Cl)cc1C(=S)N1CCOCC1	20	11	2	12	6	-2	12	-5
CSC1=NCCN1C(=O)C(C)Oc1ccccc1 (stereo unspecified)	-4	12	-4	1	-5	0	0	2
COc1ccc(NC(=O)C2(C)Cc3c(-c4cccc(NC(C)=O)c4)ccnc3O2)cn1 (stereo unspecified)	.	-13	-5	1	-1	1	59*	-58
CN(C)C(=O)c1cc(C(=O)c2ccc(F)cc2Cl)c[nH]1	-70	3	-3	1	3	1	-49	13
COc1ccccc1C(CC(=O)O)c1ccc2c(c1)OCO2 (stereo unspecified)	4	11	-1	1	4	0	22	-21
COc1ccc(C(C(=O)NC2CCCC2)N(C(=O)c2ccco2)c2cc3c(cc2C(C)=O)OCO3)cc1OC (stereo unspecified)	-7	2	2	-3	2	1	-3	.
C[C@@H]1CCCCO[C@@H](CN(C)S(=O)(=O)c2ccccc2)[C@H](C)CN([C@H](C)CO)C(=O)c2cc(NC(=O)NC3CCCCC3)ccc2O1	45	5	-5	18	-2	-2	9	-3
Cc1ccc(S(=O)(=O)Nc2cccc(S(=O)(=O)N3CCCC3)c2)cc1C	.	-3	-4	1	-5	3	-7	6
CC1CCN(C(=O)c2ncn3c2C(=O)NC[C@@H]3C)CC1	1	-16	-10	-11	.	-4	-10	.
COCC#Cc1cnc2c(c1)C(=O)N([C@@H](C)CO)C[C@@H](C)[C@H](CN(C)C(=O)CCN1CCCCC1)O2	.	9	.	1	0	-3	-11	7
O=c1oc2ccccc2c2c1nnn2CCO	-2	12	-7	-5	-1	0	-1	3
CN(C(=O)COC(=O)CNC(=O)C12CC3CC(CC(C3)C1)C2)C1CCS(=O)(=O)C1 (stereo unspecified)	-1	12	1	.	-3	.	-4	-2
CCN1CCN(C(CNS(=O)(=O)c2ccc(OC)c(C)c2)c2cccnc2)CC1 (stereo unspecified)	6	8	.	2	.	0	.	.
O=C([C@H](O)c1ccccc1)N1CCC[C@H]1CO	20	2	2	-7	.	-3	4	.
O=C([C@@H]1[C@@H](CO)[C@@H]2Cn3c(ccc(C4=CCCCC4)c3=O)[C@H]1N2)N1CCCCC1	.	-1	.	18	-2	4	6	.
O=[N+]([O-])c1ccc(NN=Cc2ccc(O)cc2)nc1	-116	6	-5	0	-1	0	-54	-27
CCC(=O)Nc1cccc(-c2cnc3ccccc3n2)c1	-110	-44	.	-5	4	3	.	7
C[C@H]1CN([C@@H](C)CO)C(=O)Cc2cc(NC(=O)Nc3ccccc3)ccc2O[C@H]1CN(C)CC1CC1	-4	6	.	-1	-2	1	-2	.
C[C@H]1CN([C@@H](C)CO)C(=O)c2cc(NC(=O)CCCCCC(=O)Nc3ccccc3N)ccc2O[C@@H]1CN(C)C	-12	-7	-6	-58	.	0	.	-1
O=C(C[C@H]1C[C@H]2c3cc(NC(=O)C4CCC4)ccc3O[C@H]2[C@H](CO)O1)NCC1CC1	-3	-5	-1	-4	0	-1	-4	-1
CCOC(=O)/C(C#N)=C/c1c(N2CCN(Cc3ccc4c(c3)OCO4)CC2)nc2c(C)cccn2c1=O	2	-6	3	-3	-5	1	19	3
O=C(CCNS(=O)(=O)c1cccc2nsnc12)NCCC1=CCCCC1	2	.	-18	.	3	.	.	-12
COc1ccc(-c2cc(=O)c3ccccc3[nH]2)cc1	-37	-22	3	-1	-6	0	-31	9

The final five compounds of the part before come first, to join the parts:
SMILES	PAX8 reporter	LGR2 antag	FN deposition inh	S100A4 inh HTS	PglD inh	ERAP1 inh	EWS-Fli inh	PGC1a acetyl inh
C[C@H]1CN([C@@H](C)CO)C(=O)c2cc(NC(=O)CCCCCC(=O)Nc3ccccc3N)ccc2O[C@@H]1CN(C)C	-12	-7	-6	-58	.	0	.	-1
O=C(C[C@H]1C[C@H]2c3cc(NC(=O)C4CCC4)ccc3O[C@H]2[C@H](CO)O1)NCC1CC1	-3	-5	-1	-4	0	-1	-4	-1
CCOC(=O)/C(C#N)=C/c1c(N2CCN(Cc3ccc4c(c3)OCO4)CC2)nc2c(C)cccn2c1=O	2	-6	3	-3	-5	1	19	3
O=C(CCNS(=O)(=O)c1cccc2nsnc12)NCCC1=CCCCC1	2	.	-18	.	3	.	.	-12
COc1ccc(-c2cc(=O)c3ccccc3[nH]2)cc1	-37	-22	3	-1	-6	0	-31	9
COc1ccc2c3c(n(C)c2c1)[C@H](CO)N(C(=O)CN1CCOCC1)CC31CN(Cc2ccncc2)C1	.	7	.	1	.	5	-11	.
C[C@@H]1CN([C@H](C)CO)C(=O)CCCn2cc(nn2)CO[C@H]1CN(C)S(=O)(=O)c1ccc(Cl)cc1	-18&-5&-43	9&10	0&2	4&-2	0	0	-5&1&-15	-3&2
CCCC(=O)Nc1cc(C)c(NC(=O)c2ccccn2)cn1	-18	.	-9	.	1	.	.	-1
CC/C(=N\NC(N)=O)c1ccc(OC(F)F)cc1	5	-5	8	0	3	.	12	13
O=C(/C=C/c1ccc2c(c1)OCO2)Nc1nc2ccccc2s1	0	-36	-4	.	6	.	.	16
O=C(C[C@H]1CC[C@H]2[C@@H](COC[C@@H](O)CN2CC2CCCCC2)O1)NCc1ccc(Cl)cc1	36	11	-1	4	0	1	3	1
Cc1ccc(S(=O)(=O)Nc2ccc3c(c2)C(=O)N([C@@H](C)CO)C[C@@H](C)[C@@H](CN(C)C(=O)Nc2ccccc2)O3)cc1	-14	-17	.	.	3	.	4	4
O=C(NN1C(=O)/C(=C\c2cccnc2)SC1=S)C(c1ccccc1)c1ccccc1	3	.	-2	1	-1	4	12	-8
C[C@@H]1CCCCO[C@H](CN(C)C(=O)CCC(F)(F)F)[C@@H](C)CN([C@@H](C)CO)C(=O)c2cc(NS(=O)(=O)c3cn(C)cn3)ccc2O1	-15	-22	.	55	0	3	-12	-4
C[C@H](CO)N1C[C@H](C)[C@@H](CN(C)Cc2ccc(Cl)c(Cl)c2)Oc2ccc(N(C)C)cc2CC1=O	75*	-7	-19	-3	-1	1	-1	0
CC(Sc1ccc(S(=O)(=O)N2CCN(C)CC2)cn1)C(=O)Nc1cccc(Cl)c1Cl (stereo unspecified)	-1	-26	-6	0	-3	-1	6	-9
CN1C(=S)SC(/[N+]([O-])=C\c2ccccc2F)C1(C)C (stereo unspecified)	6	-7	0	4	.	-2	-3	.
CCN(CC)c1ccc(C(=O)OCC(=O)Nc2ccc3[nH]c(=O)[nH]c3c2)cc1	3	1	15	-1	.	-5	1	.
CC(CCN1CCOCC1)c1ccccc1 (stereo unspecified)	-6	12	3	0	5	0	4	8
COC(=O)C[C@H]1CC[C@@H]2[C@H](COc3ccc(NC(=O)c4ccccc4)cc3C(=O)N2C)O1	7	0	-8	13	17	3	-12	10
COc1ccc(S(=O)(=O)N(C)C[C@H]2Oc3ccc(NC(=O)NC4CCCCC4)cc3CC(=O)N([C@@H](C)CO)C[C@@H]2C)cc1	.	-2	-7	10	-2	0	9	14
CCCNC(=O)Nc1ccc2c(c1)C(=O)N(C)[C@@H]1CC[C@@H](CC(=O)NCc3ccccc3)O[C@@H]1CO2	-5	-5	-4	8	6	1	1	-4
O=C(CSc1nc2c(cnn2-c2ccccc2)c(=O)[nH]1)NCC1CCCO1 (stereo unspecified)	.	-8	-1	-2	0	-1	2	2
CCNc1nc(NCC)nc(N/N=C/c2ccc(O)c(OC)c2)n1	6	10	-3	2	0	-3	5	-5
C[C@@H]1CN([C@H](C)CO)C(=O)Cc2cc(NC(=O)NC3CCCCC3)ccc2O[C@@H]1CN(C)Cc1ccc(Cl)c(Cl)c1	24	-3	.	-3	1	0	5	-25
Cc1cccc(N(C(=O)c2sc(C)nc2C)C(C(=O)NCC2CCCO2)c2ccccc2)c1 (stereo unspecified)	3	-7	2	-6	0	2	.	.
COc1ccc(-c2ccc([C@H]3[C@H](CO)N4CCCCN(C(=O)NC(C)C)C[C@@H]34)cc2)cc1	-6	-12	.	-5	0	3	-5	-6
O=C(OCC(=O)N1CCCCCC1)c1cccc(Cl)c1Cl	-52	-101	3	-2	-4	0	-17	-6
Cc1noc(C)c1S(=O)(=O)N1CCC2(CC1)OCCO2	2	.	8	.	5	.	.	2
Oc1cc(Nc2ccncc2)cc2cccnc12	-4	.	-10	8	-4	8	2	.
SMILES	PAX8 reporter	LGR2 antag	FN deposition inh	S100A4 inh HTS	PglD inh	ERAP1 inh	EWS-Fli inh	PGC1a acetyl inh
COc1cc(C(C(=O)NCC2CCCO2)N(C(=O)Cn2nnc3ccccc32)c2ccc(C(C)=O)cc2)ccc1O (stereo unspecified)	-9	4	0	2	-7	-4	-14	-14
CC(C)NC(=O)Nc1ccc2c(c1)C(=O)N([C@H](C)CO)C[C@@H](C)[C@@H](CN(C)C)OCCCC[C@H](C)O2	-4	-14	6	.	.	.	.	5
CN(C)c1ccc(/C=N/NC(=O)c2cccc(C(=O)N/N=C/c3ccc(N(C)C)cc3)n2)cc1	-21	-25	.	0	.	2	-18	.
O=C(NCCNc1nccc(C(F)(F)F)n1)c1cccc(C(F)(F)F)c1	6	8	3	0	2	0	-2	-1
COc1cccc(CC2(CO)CCCN(Cc3cc4ccccc4[nH]3)C2)c1 (stereo unspecified)	9	8	1	-11	.	0	5	-4
CC(C)NC(=O)N1[C@@H]2CN(C(=O)c3ccc(F)cc3)c3ccccc3[C@@H]2[C@@H]1CO	-7	-3	.	.	0	.	3	3
CCc1occc(=O)c1Oc1cc(NN2CCCCC2)c([N+](=O)[O-])cc1[N+](=O)[O-]	3	-2	-4	0	-6	4	-2	4
COc1cc2c(cc1OC)C(c1ccccc1O)NCC2 (stereo unspecified)	17	-4	-3	-8	4	1	0	10
O=C(CC1C(=O)NCCN1Cc1ccc(F)cc1Cl)NCc1ccon1 (stereo unspecified)	-5	7	1	3	1	2	6	-9
COc1ccc(C2CC(c3ccc(OC)c(OC)c3)=NN2C(=O)c2ccccc2)cc1 (stereo unspecified)	32	-22	8	2	6	0	7	2
O=C(c1cc(-c2ccccc2)nn1-c1ccccc1)N1CCN(S(=O)(=O)c2ccc(F)cc2)CC1	.	-7	5	4	.	3	4	.
CCC(C)/C(C)=N/Nc1ccc(S(N)(=O)=O)cc1[N+](=O)[O-] (stereo unspecified)	34	7	-3	-2	4	-1	1	-9
C[C@H](NC(=O)C[C@@H]1CC[C@H](NC(=O)C2CCC2)[C@@H](CO)O1)c1ccccc1	8	13	.	3	-1	-3	-9	-4
Cc1ccn2cc(-c3cccc(NC(=O)CCC(=O)O)c3)nc2c1	-37	9	-2	9	-2	0	-6	.
COc1cccc(C(=O)N2CCN(Cc3ccccc3[N+](=O)[O-])CC2)c1	25	21	-1	5	-1	-1	6	-9
C=CCN(c1ccccc1)S(=O)(=O)c1ccc2c(c1)oc(=O)n2C	18	8	3	-1	-6	-4	-3	.
CCCNC(=O)N1[C@@H](C#N)[C@H](c2ccccc2-c2ccccc2F)[C@@H]1CO	.	12	-5	-10	.	-2	8	5

Grouped by structure: those above with a CF3 group
SMILES	PAX8 reporter	LGR2 antag	FN deposition inh	S100A4 inh HTS	PglD inh	ERAP1 inh	EWS-Fli inh	PGC1a acetyl inh
C[C@@H]1CCCCO[C@H](CN(C)C(=O)CCC(F)(F)F)[C@@H](C)CN([C@@H](C)CO)C(=O)c2cc(NS(=O)(=O)c3cn(C)cn3)ccc2O1	-15	-22	.	55	0	3	-12	-4
O=C(NCCNc1nccc(C(F)(F)F)n1)c1cccc(C(F)(F)F)c1	6	8	3	0	2	0	-2	-1
